Screening results as filed in PubChem BioAssay.
GLA spleen mod = qHTS Assay for Inhibitors and Activators of Human alpha-Galactosidase From Spleen Homogenate; Alpha-galactosidase A (Homo sapiens), P06280; human spleen homogenate, 4MU-alpha-Gal fluorescence, 40 min; Potency, µM (titrated, usually from 80 µM), inactives show top-dose activity change, negative = inhibition, actives largely listed as inhibitors; actives 0.008% (n = 240,000);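 further: potency means the concentration at half of the fitted maximal effect; 0% = enzyme with vehicle and -100% = no enzyme basal signal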
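Human spleen homogenate (1 ug) as enzyme source, 4-methylumbelliferyl-alpha-D-galactopyranoside 1 mM final, citrate/phosphate pH 5.0 with 0.01% Tween-20. Compounds 40 min at 37C, NaOH/glycine stop; fluorescence Ex 365/Em 440, Hill-fit AC50.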
Tau fibril FP = qHTS for Inhibitors of Tau Fibril Formation, Fluorescence Polarization; K18 P301L tau heparin fibrillization, Alexa594 FP, 6 h; AID 1468, 2008; Potency, µM (titrated, usually from 57.7 µM), for inactives: top-dose activity, negative = inhibition, most hits filed as inhibitors; actives 0.39% (n = 280,000); further: potency means the concentration at half of the fitted maximal effect; on the % scale 0 is the no-effect control and ±100 the full control effect; nearly all actives have a fitted effect of over 55% in size
Target sequence (P10636 561-689 P618L limits assumed): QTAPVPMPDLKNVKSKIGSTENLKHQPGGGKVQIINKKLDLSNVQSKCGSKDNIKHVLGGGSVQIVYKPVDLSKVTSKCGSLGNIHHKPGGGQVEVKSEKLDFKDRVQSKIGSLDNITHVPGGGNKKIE
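Human tau K18 […] P301L fragment, 15 uM unlabeled plus 0.24 uM Alexa 594-labeled tau (final), with compound and 20 uM heparin in 100 mM sodium acetate pH 7; 6 hr at 37 C, then Alexa 594 FP read.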
Tau fluor counter = Counterscreen qHTS for Inhibitors of Tau Fibril Formation, Fluorescence Polarization; tau K18 P301L Alexa594 fluorescence, heparin fibrillization; Potency, µM (highest dose often 57.7 µM), for the others: top-dose activity change, negative = decrease; actives 0.93% (n = 280,000); AID 1463, 2008; further: potency means the concentration at half of the fitted maximal effect; on the % scale 0 is the no-effect control and ±100 the full control effect; nearly all actives have a fitted effect of over 55% in size
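Human tau K18 P301L (15 uM unlabeled, 0.24 uM Alexa 594-labeled) in 100 mM sodium acetate pH 7 with 20 uM heparin, 6 hr at 37 C. ThT 30 uM added, 1 hr ambient; Alexa 594 FP and total fluorescence read at 555/632 nm.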
TR SRC2 fluor cs = Total Fluorescence Counterscreen for Inhibitors of the Interaction of Thyroid Hormone Receptor and Steroid Receptor Coregulator 2. TRb/SRC2 Texas Red total fluorescence interference. Potency, µM (highest dose often 106 µM), inactives show at the highest dose fluorescence change, negative = quenching. actives 0.29% (n = 280,000). AID 1479, 2009; active means well fitted curve in either direction with a large enough effect; inconclusive means small, poorly fitted or top-dose-only effect; further: potency means the concentration at half of the fitted maximal effect; on the % scale 0 is the no-effect control and ±100 the full control effect
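Human TRb ligand-binding domain at 0.6 uM with 20 nM Texas Red SRC2 peptide in Tris buffer containing 1 uM T3 and 5% DMSO, incubated with compound 5 h at ambient temperature. Total fluorescence (555/632 nm) calculated as parallel + 2 × perpendicular.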
TRb SRC2 PPI = qHTS for Inhibitors of the Interaction of Thyroid Hormone Receptor and Steroid Receptor Coregulator 2 | Thyroid hormone receptor beta (Homo sapiens), P10828 | TRbeta-SRC2 peptide binding, fluorescence polarization; receptor liganded with 1 µM T3 | Potency, µM (highest dose often 106 µM), for inactives: top-dose activity change, negative = inhibition, hits mostly inhibitors | actives 0.065% (n = 280,000) | AID 1469, 2008;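 further: potency means the concentration at half of the fitted maximal effect; plate controls were bound peptide for no effect and peptide without receptor for full effect; nearly all actives have a fitted effect of over 50% in size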
Target sequence (P10828 whole entry, looked up): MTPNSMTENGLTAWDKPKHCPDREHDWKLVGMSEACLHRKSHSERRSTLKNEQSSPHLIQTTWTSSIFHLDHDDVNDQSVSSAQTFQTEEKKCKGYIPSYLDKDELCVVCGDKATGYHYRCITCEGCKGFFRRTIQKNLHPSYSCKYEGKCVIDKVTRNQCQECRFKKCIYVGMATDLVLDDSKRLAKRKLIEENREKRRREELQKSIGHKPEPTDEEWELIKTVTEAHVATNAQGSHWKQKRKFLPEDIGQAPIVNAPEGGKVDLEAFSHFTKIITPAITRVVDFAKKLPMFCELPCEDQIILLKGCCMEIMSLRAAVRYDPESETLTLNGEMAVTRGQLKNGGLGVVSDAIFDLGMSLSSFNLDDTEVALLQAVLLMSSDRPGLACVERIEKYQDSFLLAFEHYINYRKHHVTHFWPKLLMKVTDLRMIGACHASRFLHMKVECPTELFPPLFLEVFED
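Each compound concentration gave % activity, normalized to unbound and bound Texas Red SRC2 controls, from polarization read after 5 hr ambient incubation with T3-loaded human TRb LBD.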
NPSR antagonist = qHTS Assay for Antagonists of the Neuropeptide S Receptor: cAMP Signal Transduction; Q6W5P4; CHO-NPSR cells, cAMP TR-FRET, antagonist mode; Potency, µM (top dose mostly 38.3 µM), without a hit: at the top dose activity change, negative = inhibition, actives largely listed as inhibitors; actives 1% (n = 220,000); further: potency means the concentration at half of the fitted maximal effect; on the % scale 0 is the no-effect control and ±100 the full control effect; nearly all actives have a fitted effect of over 50% in size; many of its hits are not listed in these tables
Target sequence (Q6W5P4 whole entry, looked up): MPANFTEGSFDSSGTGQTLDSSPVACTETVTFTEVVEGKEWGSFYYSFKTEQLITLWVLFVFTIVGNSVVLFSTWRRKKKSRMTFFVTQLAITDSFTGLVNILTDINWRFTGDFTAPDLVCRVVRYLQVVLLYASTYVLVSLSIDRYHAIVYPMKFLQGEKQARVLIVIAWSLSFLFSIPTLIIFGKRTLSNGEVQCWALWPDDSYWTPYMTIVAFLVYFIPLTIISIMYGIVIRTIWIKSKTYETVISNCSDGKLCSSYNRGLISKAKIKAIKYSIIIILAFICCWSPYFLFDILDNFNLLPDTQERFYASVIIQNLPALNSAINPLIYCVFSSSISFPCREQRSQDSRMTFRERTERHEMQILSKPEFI
CBFb-RUNX1 inh = qHTS Assay for Compounds Blocking the Interaction Between CBF-beta and RUNX1 for the Treatment of Acute Myeloid Leukemia; Potency, µM (top dose mostly 59.8 µM), for the others: at the top dose activity, negative = inhibition, usual class: inhibitors; AlphaScreen CBFb-His/RUNX1-biotin binding, biochemical; AID 1477, 2009; Runt-related transcription factor 1 (Homo sapiens) + Core-binding factor subunit beta …; 230,000 tested, under 10 active; further: % of control where 0% means no effect
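CBFb-His/RUNX1-biotin, 30 nM each, preincubated 20 min RT; compound 15 min RT; Ni + streptavidin beads 50 ng each, 90 min RT; AlphaScreen read.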
Epigenetic derep = Quantitative High-Throughput Screen for Regulators of Epigenetic Control; murine LDR cells, GFP reporter derepression, 30 h; Potency, µM (top dose mostly 53.9 µM), without a hit: at the top dose GFP activation, most hits filed as activators; actives 0.2% (n = 280,000); AID 1865, 2009; further: potency means the concentration at half of the fitted maximal effect; % of control where 0% means no effect; nearly all actives have a fitted effect of over 60% in size
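Reporter derepression read as number of fluorescent GFP-positive objects, 20-120 um in size, counted by laser-scanning cytometer. Mouse LDR line with an epigenetically silenced CMV-GFP locus; compound incubation 30 h, 37 C.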
* marks the source's active call; other numbers are inactive results; ? = inconclusive; . = no result given; [ ] = dose if it differs, or a comment. Unless noted, the call rests on the fitted dose curve; in most records, active means well fitted curve in the direction sought with a large enough effect; inconclusive means small, poorly fitted or top-dose-only effect, or another doubt; inactive means no such curve, though single readings can be large; an effect the other way counts as inactive or inconclusive.

mol,TR SRC2 fluor cs,Tau fluor counter,NPSR antagonist,Epigenetic derep,GLA spleen mod,CBFb-RUNX1 inh,Tau fibril FP,TRb SRC2 PPI
Cc1cc(C)n(CC(=O)NN)n1,0.7%,1.8%,8.7%,0.9%,-1.3%,18.4%,-6.0%,4.8%
Cc1cccc[n+]1C1C(c2ccc([N+](=O)[O-])cc2)C(C#N)=C(C(=C=[N-])C#N)NC1(O)C1CC1 (stereo not given),0.1%,-13.6%,0.4%,1.9%,-8.3%,8.6%,7.9%,1.5%
Cc1cc(-c2ccc(S(=O)(=O)Nc3ccc(Br)c(C)c3)s2)on1,1.1%,?,.,-1.2%,.,.,?,6.7%
Nc1ccc(N=Nc2ccccc2)c2ccccc12,-0.3%,12.6µM*[quencher],3.6%[7.67 µM],-0.3%,0.7%,.,?,6.8%
COc1cc(OC)c(C2SCCS2)c(OC)c1,-0.9%,-4.7%,1.4%,-1.0%,-3.1%,7.0%,-4.9%,-1.6%
Cc1cccc(OCC(=O)NNC(=O)CSc2ncc(C#N)c(N)n2)c1,1.1%,-0.3%,-2.8%[46.1 µM],-1.4%,0.5%,-1.1%,0.4%,-10.9%
CCn1c(SCC(=O)c2ccc(O)c(O)c2)nnc1-c1ccccc1,-2.9%,-12.8%,-20.4%[46.1 µM],0.0%,-2.9%,-6.6%,-0.4%,-4.3%
CC(C)C(=O)O/N=C(\N)c1ccc(Oc2ccc(Cl)cc2)c([N+](=O)[O-])c1,-1.6%,-20.4%,-0.6%,-0.4%,10.8%,-0.4%,0.2%,0.2%
Cn1c(CNc2ccc(Cl)cc2)nnc1SCCN1CCCCC1,0.9%,5.6%,-0.9%[46.1 µM],-1.1%,-4.4%,2.9%,2.8%,-1.2%
Cc1oc(C)c2c(=O)cc(-c3ccc4c(c3)OCO4)cc(OC(=O)c3ccc(Cl)cc3)c12,-21.2%,-13.7%,.,1.9%,.,.,-18.6%,8.1%
O=C(Nc1nc2ccccc2n1CCN1CCOCC1)c1ccc(Cl)cc1,-0.8%,-13.6%,?,-2.4%,-10.9%,-7.6%,-11.4%,2.9%
CCOC(=O)C(=O)Nc1nnc(CCc2ccccc2)s1,-2.6%,2.8%,-1.4%[46.1 µM],1.7%,3.3%,-3.7%,4.4%,-5.1%
Cc1c(C(=O)Nc2cccc(C(F)(F)F)c2)oc2ccc(S(=O)(=O)N(C)C3CCCCC3)cc12,-1.1%,-16.9%,.,2.0%,.,.,?,0.9%
Cc1cc(C)c2cc(C#N)c(SCC(=O)NCc3ccco3)nc2c1,-2.8%,-1.1%,0.4%[46.1 µM],9.6%,-6.1%,-1.9%,?,-4.1%
O=C(Nc1ccc(N2CCOCC2)c(S(=O)(=O)Nc2ccc(Cl)cc2)c1)c1cnccn1,0.2%,?,52.8%,1.1%,-5.2%,-8.9%,?,7.8%
Cc1cc(C)cc(OCc2nnc(SCC(=O)c3ccccc3)o2)c1,1.1%,?,-26.5%[46.1 µM],3.6%,2.0%,13.9%,-9.8%,4.3%
COc1cccc(F)c1C(C[N+](=O)[O-])c1c(N)n(C)c(=O)n(C)c1=O (stereo not given),-1.1%,-8.7%,6.31µM*,?,-6.3%,2.5%,19.0%,2.7%
N#Cc1ccccc1CSc1ccccn1,-0.8%,-14.4%,-7.1%[46.1 µM],1.5%,-1.7%,9.4%,-7.9%,-5.2%
CC(=O)N1CCN(S(=O)(=O)c2cccc(C(=O)OCC(=O)N3CC(=O)Nc4ccccc43)c2)CC1,1.2%,6.9%,6.0%,8.0%,-2.6%,15.0%,0.8%,-1.9%
CC1(C)CC[C@]2(C(=O)O)CC[C@@]3(C)C(=CCC4[C@@]5(C)CCC(O)[C@@](C)(CO)C5CC[C@@]43C)C2C1 (stereo not given in full),-3.6%,-4.3%,.,-0.9%,9.1%,.,-2.0%,-5.2%

Part of the list above in order of SMILES length, low to high.
mol,TR SRC2 fluor cs,Tau fluor counter,NPSR antagonist,Epigenetic derep,GLA spleen mod,CBFb-RUNX1 inh,Tau fibril FP,TRb SRC2 PPI
Cc1cc(-c2ccc(S(=O)(=O)Nc3ccc(Br)c(C)c3)s2)on1,1.1%,?,.,-1.2%,.,.,?,6.7%
Cc1oc(C)c2c(=O)cc(-c3ccc4c(c3)OCO4)cc(OC(=O)c3ccc(Cl)cc3)c12,-21.2%,-13.7%,.,1.9%,.,.,-18.6%,8.1%
Cc1c(C(=O)Nc2cccc(C(F)(F)F)c2)oc2ccc(S(=O)(=O)N(C)C3CCCCC3)cc12,-1.1%,-16.9%,.,2.0%,.,.,?,0.9%

Further results follow.
mol,TR SRC2 fluor cs,Tau fluor counter,NPSR antagonist,Epigenetic derep,GLA spleen mod,CBFb-RUNX1 inh,Tau fibril FP,TRb SRC2 PPI
O=C1NN(c2ccccc2)C(=O)C2C1C1C=CC2C12CC2 (stereo not given),5.2%,4.4%,18.4%[46.1 µM],1.3%,-14.1%,4.6%,5.1%,4.5%
CC(C)Cn1c(=S)[nH]c2cc(Cl)ccc21,-1.8%,-11.4%,-23.0%,7.0%,-7.9%,6.2%,-8.8%,9.0%
CCCCCCCCCc1nc2sc3c(c2c(=O)n1NC(=O)c1ccccc1[N+](=O)[O-])CC(C)(C)OC3,-1.4%,13.5%,-20.1%,-0.9%,-7.3%,-6.0%,5.4%,3.9%
Cc1cccc(CN2CCN(Cc3nc4c(s3)CCCC4)CC2CCO)n1 (stereo not given),-3.0%,2.3%,-0.4%,-0.6%,-1.2%,0.4%,3.4%,-5.1%
O=C(NCC1CCCO1)C1CCN(C2CCN(Cc3ccco3)CC2)CC1 (stereo not given),-1.1%,-9.9%,-5.6%,0.0%,-9.6%,7.1%,-5.5%,0.7%
COc1ccccc1CNc1ncncc1-c1ccc(N(C)C)cc1,-3.4%,-26.0%,.,-0.4%,1.8%,.,1.5%,0.8%
Cc1cc(C)c(NC(=O)CSc2nc(=O)n(Cc3ccco3)c3c2CCC3)c(C)c1,0.5%,-2.7%,.,3.5%,.,.,0.5%,-9.2%
CCCCn1c(SCC(=O)N2CCOCC2)nnc1-c1ccoc1C,3.2%,1.6%,-2.5%[46.1 µM],-0.8%,5.2%,3.7%,5.1%,0.1%
Cc1cc(C)n(Cc2ccc(C(=O)NN)o2)n1,-6.5%,-7.5%,-11.8%,0.0%,-7.6%,-9.5%,-0.1%,1.4%
Cc1ccc(C(=O)NCCCNCCCN(C)C)cn1,-2.3%,-5.8%,-0.5%[46.1 µM],-1.0%,-1.8%,3.2%,4.1%,-9.3%
CN1c2cccc3cccc(c23)N(C)C1c1cccs1,-2.4%,?,-16.7%[46.1 µM],-1.1%,3.7%,-1.7%,1.8%,-5.1%
Cc1ccc(C(=O)N/N=C2\CC3CC=CC23)c(C)c1 (stereo not given),-0.7%,1.8%,12.8%,3.2%,1.9%,12.4%,3.5%,-10.5%
COc1ccc(C2=NS(=O)(=O)N(C)C(C(=O)Nc3cc(C)ccc3O)=C2)cc1OC,-0.3%,-13.7%,.,-0.4%,.,.,-14.8%,-0.4%
CCNc1cccc2c1C(=O)N(C)C2=O,-0.1%,0.7%,1.4%[46.1 µM],-1.7%,-8.1%,10.3%,-2.3%,-1.3%
Cc1cccc(NC(=S)N2CCC(c3nc4ccccc4s3)CC2)c1,2.9%,-21.4%,-23.8%[46.1 µM],-0.9%,10.7%,-14.3%,3.3%,3.1%
COc1cccc(Oc2cnc(N)nc2-c2ccc(OC)cc2O)c1,1.7%,?,-8.3%[46.1 µM],-4.8%,-7.8%,-0.6%,-8.3%,-4.2%
Cc1ccc(C(=O)NCC(=O)N2CCN(c3ncccn3)CC2)s1,-6.1%,1.0%,-3.0%[46.1 µM],0.8%,-1.1%,-6.4%,-2.4%,-10.1%
CC(=O)OC1CCC2(C)C3=C(CCC2C1(C)C)[C@]1(C)CCC(C(C)CCC=C(C)C)[C@]1(C)CC3 (stereo not given in full),-0.3%,-13.5%,.,-0.5%,-3.6%,-6.8%,-15.6%,0.8%
COc1cccc(CNC(=O)c2cc3n(n2)CCCN(Cc2ccc(C)cc2)C3=O)c1OC,0.1%,-0.4%,.,-2.9%,.,.,3.4%,8.1%
Cc1[nH]c(=O)[nH]c(=O)c1CSCC(=O)OCC(=O)Nc1ccccn1,-1.4%,16.2%,11.2%,4.6%,3.5%,-3.6%,0.9%,-8.3%
O=C(NCc1ccccn1)Nc1ccccc1,-1.8%,-5.2%,0.9%,-0.1%,4.0%,7.9%,-5.9%,-3.0%
CC(C)(C)c1csc(NC(=O)c2cccs2)n1,-0.3%,-6.8%,?,-2.1%,-0.2%,-10.9%,4.2%,-3.9%
Cc1ccc(C)c(NC(=O)c2ccccc2NC(=O)C2CCCO2)c1 (stereo not given),-2.6%,-3.5%,7.1%,-5.8%,0.6%,5.2%,-4.2%,6.5%
Cc1ccc(C)n1-c1ccc(C(=O)NCc2ccncc2)cc1,1.9%,-2.1%,8.3%,-1.4%,2.6%,5.2%,-2.9%,-1.8%
CCOC(=O)c1c(C=O)c2sc(C)cc2n1C,-5.5%,-7.6%,6.1%,-1.1%,-6.9%,10.3%,0.8%,-6.4%
C=C(C)CNC(=S)N/N=C(\C)c1ccc(OC)cc1,-1.4%,-13.7%,-45.5%,4.0%,6.6%,-8.2%,-2.7%,1.2%

The list is partial; the hit share may differ from the screen's.
